# Bioassay records as filed in PubChem BioAssay.
# 14-3-3 PPI: alters human 14-3-3 gamma binding to Raf peptide; P61981; FP, 14-3-3gamma / TMR-pS259-Raf peptide binding; inhibition, % at 40 µM; 160,000 tested, 0.19% active; in the data active means inhibition above about 30%;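 further: 0% = protein plus tracer without compound and 100% = blank with tracer alone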
# Target sequence (P61981 whole entry, looked up): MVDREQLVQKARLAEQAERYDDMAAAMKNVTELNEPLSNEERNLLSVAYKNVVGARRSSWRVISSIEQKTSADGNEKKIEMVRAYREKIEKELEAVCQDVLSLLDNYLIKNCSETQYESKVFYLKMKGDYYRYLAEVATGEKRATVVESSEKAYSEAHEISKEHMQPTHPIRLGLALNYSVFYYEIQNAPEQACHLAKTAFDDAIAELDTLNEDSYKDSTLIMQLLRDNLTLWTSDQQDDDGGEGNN
# Numbers without * were called inactive; & = joins results of further samples. A portion of the library. The share of hits here may be higher or lower than overall.
compound | 14-3-3 PPI
COC(=O)c1c(NC(=O)CSc2nnnn2C)sc(C)c1C | -3
O=C(C1CCN(S(=O)(=O)N2CCCC2)CC1)N1CCc2ccccc2C1 | -1
COc1ccccc1C(NC(C)=O)c1cc(Cl)c2cccnc2c1O (stereo unspecified) | -1
CC(C)CN(CC(C)C)S(=O)(=O)N1CCC(C(=O)O)CC1 | 0
O=C(CSc1ncccn1)Nc1ccccc1C(=O)O | -12
Cc1nn(-c2ccccc2)c(OC(=O)CCCc2ccccc2)c1S(=O)(=O)c1ccccc1 | 4
CC(C)(C)C(=O)NC1CCN(S(=O)(=O)c2cccc(C(F)(F)F)c2)CC1 | -4
COCCNC(=O)CN1C(=O)CSc2cc(S(=O)(=O)N3CCCCCC3)ccc21 | 4&-4
COc1cc(C(=O)Nc2cccc(-c3nc4cc(C)cc(C)c4o3)c2)cc(OC)c1OC | -1&-15
CCOC(=O)c1ccc2c3c(onc13)-c1ccccc1C2=O | -2
Cn1ncc(I)c1C(=O)O | -1
CCOCc1nnc(NC(=O)CSCc2ccccc2)s1 | -1
O=C(c1cccc(Cl)c1)N1CCN(Cc2ccncc2)CC1 | -2
COc1ccc2c(c1)Cc1sc(NC(=O)c3cccs3)nc1-2 | -13
Cc1ccc(CCNC(=O)CCN2N=C(c3ccc(C)cc3)CCC2=O)cc1 | -7
CCc1ccc(Nc2nc3ccccc3c(=O)s2)cc1 | 1
Cc1cccc(OCCCC(=O)Nc2sc3c(c2C(N)=O)CCCC3)c1 | -3
COc1ccc(CCNC(=O)C2CCCN(S(=O)(=O)N3CCC(C)CC3)C2)cc1OC (stereo unspecified) | 0
Nc1nc(F)cc(N2CCOCC2)n1 | -7
CCOc1ccc(-c2nnc(N3CCCCC3)c3ccccc23)cc1 | -9
CCC1CCc2c(sc(NC(=O)c3cc(-c4cccc(OC)c4)nc4ccccc34)c2C(N)=O)C1 (stereo unspecified) | -15
Cn1c(=O)c2c(nc(N3CCC(C(N)=O)CC3)n2CCSc2nc3ccccc3s2)n(C)c1=O | 10
COc1ccccc1CNC(=O)Cn1cnc2sc(C)c(S(=O)(=O)N3CCC(C)CC3)c2c1=O | -14
COc1ccc(CNS(=O)(=O)c2ccc3oc(C(=O)O)c(C)c3c2)cc1 | -2&-3
CC(C)OC(=O)c1ccc(Nc2nc3ccccc3nc2NS(=O)(=O)c2ccc(Cl)cc2)cc1 | -3
O=C(c1cc2ccccc2o1)N1CCN(c2ccc(Cl)cc2[N+](=O)[O-])CC1 | -3
COC(=O)c1ccccc1COn1c(=O)c[n+]([O-])c2ccccc21 | -12
CS(=O)(=O)N1CCCC(C(=O)NCCN2CCCC2)C1 (stereo unspecified) | 3
CCc1cc(C(=O)Cc2nc3ccccc3[nH]2)c(O)cc1O | -3
CCCCOC(=O)CSC1=C(C#N)C(c2ccccc2OCC)C(C#N)C(=O)N1 (stereo unspecified) | -1
CCOc1ccc(NC(=O)Nc2cc(C)on2)cc1 | 3
Nc1nc(Nc2ccccc2Br)nc(C(F)(F)F)n1 | -11
O=C(Nc1ccccc1O)c1cccc(N2C(=O)c3ccc([N+](=O)[O-])cc3C2=O)c1 | 2
Cc1cc(C)c(C#N)c(SCCS(=O)(=O)c2nc3ccccc3s2)n1 | 5
Cc1ccccc1Nc1c(-c2ccccn2)nc2ccccn12 | -5
O=C(NCc1ccccc1)NS(=O)(=O)c1ccccc1Cl | -7
CCOC(=O)c1cccc(C(=O)Nc2ccc(I)cc2C)n1 | 1
CCOc1c(Br)cc(C2CC(=O)Nc3cc4c(cc32)OCCO4)cc1OC (stereo unspecified) | 5
O=C(COC(=O)c1ccc(NC(=O)c2ccccc2)cc1)c1ccc([N+](=O)[O-])cc1 | -9
Nc1c(C(=O)N2CCCC2)sc(=S)n1-c1ccccc1 | -2
Cc1ccc(CN2C(=O)CSc3ccc(C(=O)NCCCN4CCOCC4)cc32)cc1 | -2
O=C(Nc1nnc(CCS(=O)(=O)c2ccc(Cl)cc2)s1)c1ccc(Cl)cc1 | -5
COc1ccc(C(=O)n2nc(C)cc2C)cc1Br | 6
COc1ccccc1OCC(O)Cn1c(C(F)(F)F)nc2ccccc21 (stereo unspecified) | 5
CC1Oc2ccccc2N(CC(=O)N2CCc3ccccc32)C1=O (stereo unspecified) | -4
Cc1ccccc1Cn1c(=O)n(-c2ccc(CC(=O)NCC3CCCO3)cc2)c(=O)c2ccccc21 (stereo unspecified) | -1
O=C(CN1CCOCC1)Nc1c(-c2ccccc2)c2cc(Br)ccc2[nH]c1=O | -1
Nc1c(C(=O)NC2CCCC2)nnn1-c1cccc(C(F)(F)F)c1 | -7
CC(C)Oc1cccc(C(=O)Nc2ccc3oc(-c4cccc(Cl)c4)nc3c2)c1 | -10
COc1ccc(OC)c(S(=O)(=O)NC(C)(C)C)c1 | 6
Cn1cnnc1SCc1ccc(C(=O)n2ncc(C#N)c2N)cc1 | 0
Cc1ccc(S(=O)(=O)N(CCC#N)CCN2CCCC2)cc1 | -6
CCCCOc1ccc(-c2nnc(C3CCCCC3)o2)cc1 | 14
O=S1(=O)CC(O)C(NCc2cccnc2)C1 (stereo unspecified) | -8
O=C(NCC1CCCCC1)C1CCN(C(=O)NC2CCCCC2)CC1 | 0
CCOCC(=O)Nc1nc2ccc(OC)cc2s1 | -8
O=C(NCCN1CCCC1)c1ccc(Cn2c(=S)[nH]c3cc4c(cc3c2=O)OCO4)cc1 | -5
COCCn1c(-c2ccc(C(C)(C)C)cc2)n[nH]c1=S | -3
O=C(NCCN1CCN(c2ccccc2)CC1)c1cccc(Br)c1 | 7
COc1ccc(-n2nc3cc(C)c(NC(=O)CC(C)C)cc3n2)cc1 | -3

# (continued)
molecule | 14-3-3 PPI
COc1ccc2c(c1)c1nnc(SCC(=O)N3CCCCC3C)nc1n2C (stereo unspecified) | -10
O=C(CCCOc1ccccc1)Nc1ccc2c(c1)OCCO2 | -4
CCN(CCCNC(=O)CCn1c(=O)[nH]c2ccccc2c1=O)c1cccc(C)c1 | -5
COc1cc(C(=O)Nc2ccc(NC(=O)c3ccc(Br)cc3)cc2)cc(OC)c1OC | -2
COc1ccc(NS(=O)(=O)c2ccc(SC)cc2)cc1 | 6
c1ccc(Cn2c(CSc3nc4ccccc4o3)nc3ccccc32)cc1 | -9
O=C(NCCCN1CCCCC1)c1ccc2c(=O)n(CC3CCCO3)c(=S)[nH]c2c1 (stereo unspecified) | -8
CC1Cc2nc(SCC(=O)Nc3ccc(OC(F)(F)F)cc3)n(Cc3ccccc3)c(=O)c2S1 (stereo unspecified) | 4
O=C(NCC(=O)N(c1ccccc1)C(C(=O)NC1CCCCC1)c1ccncc1)c1ccco1 (stereo unspecified) | -5
CC1(C)CC(=O)C(C(=S)Nc2ccccc2)=C(NCc2ccc(Cl)cc2)C1 | -11
COC(=O)c1ccc2c(=O)n(CCc3ccc(OC)c(OC)c3)c(=S)[nH]c2c1 | -1
COc1cccc(-n2c(=O)c3sccc3n(Cc3ccccc3F)c2=O)c1 | 1
COc1ccccc1C1C2=C(CC(C)(C)CC2=O)Nc2nc(C(F)(F)F)nn21 (stereo unspecified) | -7
COC(=O)c1ccc2c(c1)SC1=C(CCCC1=O)N2 | 33*
COc1ccccc1NC(=O)CN1CCC(n2nnc3cc(F)ccc32)CC1 | 0
Cc1cccc(N2CCN(C(=S)c3ccc(-c4ccccc4[N+](=O)[O-])o3)CC2)c1 | -6
O=C(O)c1ccc(COCC(F)(F)C(F)F)o1 | 3&7
COC(=O)C1CCN(C(=O)c2ccc(SC)cc2OC)CC1 | -1
COc1ccc(OC)c(NC(=O)Cn2cnc3sc(C)c(S(=O)(=O)N4CCCCC4)c3c2=O)c1 | -6
CCc1ccccc1-n1c(SCc2ccccc2C)nc2[nH]ncc2c1=O | 4
Cc1cc(Nc2ccccc2)nn1C(=O)c1ccccc1 | -3
COc1ccccc1NC(=O)C1=C(C)NC(=S)NC1c1ccc(C)cc1 (stereo unspecified) | -6
O=C(CCCn1c(=O)[nH]c2ccc(Br)cc2c1=O)N1CCN(c2ccc(Cl)cc2)CC1 | -8
N=c1ccn(Cc2ccc(Cl)c(Cl)c2)cc1 | -9
Cc1cccc(-n2nc3c(c2NC(=O)C2CC2)CS(=O)C3)c1C (stereo unspecified) | -9
CCNC(=O)N1C(=O)C2(OCCO2)c2cc(Br)ccc21 | 5
COc1ccc(C(=O)Nc2ccc(Cc3ccncc3)cc2)cc1[N+](=O)[O-] | 0
CCOC(=O)CNC(=O)C12CC3CC(C1)CC(c1ccc(C)cc1)(C3)C2 | 4
CCOc1ccc(N(C(C)C(=O)N2CCCCC2)S(C)(=O)=O)cc1 (stereo unspecified) | -3
COc1cc(-c2n(C)c3ccccc3[n+]2C)ccc1O | 24
Cc1nc(N)c(C#N)c(-c2ccccc2)c1C | 0
COc1ccc(N2C(=O)CCC(C(=O)NCCCN3CCCCCC3)C2c2ccc(F)cc2)cc1 (stereo unspecified) | -10
O=C(NCSC1=NCCS1)c1ccccc1 | -3
O=C(CSc1nc2ccccc2s1)OCC(=O)N1c2ccccc2Sc2ccccc21 | -8
O=C1NC(=O)C(C2SC(=O)NC2=O)S1 (stereo unspecified) | 3
COc1ccc(Cl)cc1-n1c(SCc2ccccc2Cl)nc2[nH]ncc2c1=O | -1
CC(C)Oc1cc2c(cc1[N+](=O)[O-])C=CC1(O2)N(C)c2ccccc2C1(C)C (stereo unspecified) | 5
COc1cc(OC)cc(-c2nnc(NC(=O)c3ccc(S(=O)(=O)N4CC(C)OC(C)C4)cc3)o2)c1 (stereo unspecified) | -7
Cc1ccc(S(=O)(=O)N2CCC(C(=O)N3CCC[C@H]3C(=O)NC3CCS(=O)(=O)C3)CC2)cc1 (stereo partly specified) | -8
CCOC(=O)c1cnc2cc3c(cn2c1=O)CCCC3 | 1&-3
FC(F)Oc1ccc(C2=CC(c3ccccc3OC(F)F)n3nnnc3N2)cc1 (stereo unspecified) | 6
O=c1[nH]cnc2nc(N3CCCCC3)[nH]c12 | -18
O=C(CN1CCN(S(=O)(=O)c2cccc([N+](=O)[O-])c2)CC1)Nc1ccc(OCc2ccccc2)cc1 | -7
COc1cccc(-c2ncnn2-c2ccc(Cl)c(C)c2)c1OC | 2
O=c1[nH]c(=O)n(Cc2ccco2)c2c1C(C(F)(F)F)(C(F)(F)F)N=C(C1CCCCC1)N2 | 2
CCCn1c(SCc2cc(=O)[nH]c3ccccc23)nc2c1c(=O)n(C)c(=O)n2C | -2
CCCCOC(=O)C1=C(C)NC2=C(C(=O)CC(C)(C)C2)C1c1cc2c(cc1[N+](=O)[O-])OCO2 (stereo unspecified) | 2
CC(C)(C)C(=O)Nc1ccc(-c2cn3ccsc3n2)cc1 | -4
COc1ccc(Cl)cc1C(=O)Nc1ccc([N+](=O)[O-])cc1C | -29
Cc1ccc(NC(=O)c2oc3ccc(S(=O)(=O)N(C)C4CCCCC4)cc3c2C)cc1Cl | 4
CCCC1(C(=O)OCC)NC(c2cc(OC)c(OC)c(OC)c2)C2C(=O)N(CC)C(=O)C21 (stereo unspecified) | -3
COc1ccc(-n2c(CN3C(=O)c4ccccc4C3=O)nc3ccccc3c2=O)cc1 | -6
CC(C)(C)c1cc(Cl)c(O)c(N=Cc2cccc([N+](=O)[O-])c2O)c1 | -15
CCOc1ccc(C2C(N3C(=O)c4ccc([N+](=O)[O-])cc4C3=O)C(=O)N2c2ccc(C)c(Cl)c2)cc1 (stereo unspecified) | 2
Cc1oc(-c2cccc(Cl)c2)nc1CN1CCC(C(=O)NCC2CCCO2)CC1 (stereo unspecified) | -14
COC(=O)c1ccc(NC(=O)CN2CCN(c3ccccc3)CC2)cc1 | 0
Cn1c2ccccc2c2c(C(=O)NC3CCCc4ccccc43)cn(C3CCCC3)c(=O)c21 (stereo unspecified) | 4
CCc1ccccc1NC(=O)c1ccc(F)c(S(=O)(=O)N2CCN(c3cccc(C)c3C)CC2)c1 | -9
O=C(CSc1n[nH]c(C2CCCC2)n1)NC1CCCC1 | -1
CC1(C)Cc2c(sc3ncnc(N)c23)CO1 | -4

# By substructure, the compounds so far with two or more sulfur atoms (16)
molecule | 14-3-3 PPI
COC(=O)c1c(NC(=O)CSc2nnnn2C)sc(C)c1C | -3
COCCNC(=O)CN1C(=O)CSc2cc(S(=O)(=O)N3CCCCCC3)ccc21 | 4&-4
CCOCc1nnc(NC(=O)CSCc2ccccc2)s1 | -1
COc1ccc2c(c1)Cc1sc(NC(=O)c3cccs3)nc1-2 | -13
Cn1c(=O)c2c(nc(N3CCC(C(N)=O)CC3)n2CCSc2nc3ccccc3s2)n(C)c1=O | 10
COc1ccccc1CNC(=O)Cn1cnc2sc(C)c(S(=O)(=O)N3CCC(C)CC3)c2c1=O | -14
Cc1cc(C)c(C#N)c(SCCS(=O)(=O)c2nc3ccccc3s2)n1 | 5
Nc1c(C(=O)N2CCCC2)sc(=S)n1-c1ccccc1 | -2
O=C(Nc1nnc(CCS(=O)(=O)c2ccc(Cl)cc2)s1)c1ccc(Cl)cc1 | -5
COc1ccc(NS(=O)(=O)c2ccc(SC)cc2)cc1 | 6
CC1Cc2nc(SCC(=O)Nc3ccc(OC(F)(F)F)cc3)n(Cc3ccccc3)c(=O)c2S1 (stereo unspecified) | 4
COc1ccc(OC)c(NC(=O)Cn2cnc3sc(C)c(S(=O)(=O)N4CCCCC4)c3c2=O)c1 | -6
O=C(NCSC1=NCCS1)c1ccccc1 | -3
O=C(CSc1nc2ccccc2s1)OCC(=O)N1c2ccccc2Sc2ccccc21 | -8
O=C1NC(=O)C(C2SC(=O)NC2=O)S1 (stereo unspecified) | 3
Cc1ccc(S(=O)(=O)N2CCC(C(=O)N3CCC[C@H]3C(=O)NC3CCS(=O)(=O)C3)CC2)cc1 (stereo partly specified) | -8

# Further records follow:
molecule | 14-3-3 PPI
Cc1cc([N+](=O)[O-])cc(C)c1OCC(=O)N1CCOCC1 | 2
COc1cccc(NC(=O)Nc2ccc3nsnc3c2)c1 | -15
O=C(CC1Oc2ccccc2NC1=O)NCc1ccccc1 (stereo unspecified) | -1
O=S(=O)(Nc1cccc(Cl)c1)c1cccs1 | -8
Cc1cc([N+](=O)[O-])nn1CCCC(=O)Nc1cc(Oc2ccc(F)cc2)cc([N+](=O)[O-])c1 | -11
Cc1cc2cc(CNC(=O)CCC(=O)O)ccc2[nH]1 | 0
COc1ccc(NC(=O)c2cc(N3CC(C)CC(C)C3)nc3ccccc23)cc1 (stereo unspecified) | -17
CN(C)CC(=O)Nc1cc(C(F)(F)F)ccc1Cl | 18
COC(=O)C1=C(C(=O)OC)SC(=C2C(=S)C(C)(C)N(C(=O)COc3ccccc3)c3ccc(OC)cc32)S1 | -6
